Compound activity (PubChem)
TNAP activation fold – stimulation of alkaline phosphatase TNAP activity – biochemical, luminescent, no phosphate acceptor, uHTS, primary screen (AID 1001). actives 0.03% (n = 200,000). purified TNAP, luminescent activation assay, no phosphate acceptor; higher activation fold means a stronger effect. activation fold at 20 µM; hits with a dose series show EC50 in µM; in the data active means activation fold from about 3, or a potency from the dose series; inactive means the rest, 99 in 100 with activation fold below about 1.6; further: many of its hits are not listed in these tables
human PMI inhibition – inhibitors of human PMI, primary screen, biochemical, fluorescence intensity, coupled assay (AID 1209); purified PMI enzyme, coupled fluorescence intensity; higher % means a stronger effect; one-dose inhibition, % at 20 µM; IC50 in µM for titrated hits; actives 0.42% (n = 190,000);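 further: plate controls were DMSO vehicle for no effect and wells lacking substrate for full effect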
ER stress rescue – protection against thapsigargin-triggered cell killing – 384-well, CSM14.1, ATP luminescence, primary screen (AID 1222); CSM14.1 thapsigargin-induced death rescue, ATP luminescence; higher % means a stronger effect; cellular ATP content (survival), % at 20 µM, or EC50 in µM where a hit was titrated; 190,000 tested, under 10 active;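 active means EC50 below 50 µM in the dose-response confirmation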;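 further: death triggered by thapsigargin at about 15 µM added after 2 h compound pretreatment; cell ATP read after overnight thapsigargin exposure of roughly 18 to 22 hours; normalized against plate controls of thapsigargin alone and 5% DMSO vehicle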
West Nile virus CPE – West Nile virus antiviral activity, cell-based, CPE readout (AID 1621); actives 0.02% (n = 290,000); one-dose CPE inhibition, % at 10 µM; IC50 in µM for titrated hits; West Nile virus-infected cells, CPE inhibition; higher % means a stronger effect; in the data active means a potency from the dose series; inconclusive means CPE inhibition mostly from about 3.7% at the one dose, without a potency; inactive means the rest, 99 in 100 with CPE inhibition below about 2.2%; further: strong numbers were not always called active
Ins promoter up – MIN6 insulin promoter up-regulation; actives 0.3% (n = 190,000); z-score at 5 µM; MIN6 insulin promoter-GFP reporter, high-content imaging; stronger effect = higher value;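 active means z-score above 3 at 5 µM with at least 500 cells counted in the well; inconclusive means wells under 500 cells, flagged as cytotoxic or low count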
Large T inhibition – SV40 large T antigen inhibitors, biochemical (AID 1903); actives 0.39% (n = 310,000); inhibition, % at 20 µM; hits with a dose series show IC50 in µM; SV40 large T antigen ATPase/helicase inhibition assay; higher % means a stronger effect; in the data active means a potency from the dose series; inconclusive means inhibition mostly from about 32% at the one dose, without a potency; inactive means the rest, 99 in 100 with inhibition below about 32%; further: strong numbers were not always called active
RSV antiviral HEp-2 – RSV antiviral activity via CPE protection, HEp-2 cells, primary 10 µM value included (AID 2391); HEp-2 cells, RSV-induced CPE inhibition; higher % means a stronger effect; one-dose CPE inhibition, % at 10 µM; IC50 in µM for titrated hits; actives 0.13% (n = 310,000); in the data active means a potency from the dose series; inconclusive means CPE inhibition mostly from about 23% at the one dose, without a potency; inactive means the rest, 99 in 100 with CPE inhibition below about 21%; further: strong numbers were not always called active
human PMI inhibitors – MPI inhibition at elevated mannose 6-phosphate – biochemical, fluorescence intensity, high mannose 6-phosphate, primary screen (AID 1220); one-dose inhibition, % at 20 µM; IC50 in µM for titrated hits; actives 0.66% (n = 190,000); recombinant PMI enzyme, coupled fluorescence intensity; higher % means a stronger effect
Salmonella PhoP GFP – PhoP-dependent GFP reporter repression – Salmonella Typhimurium, primary screen (AID 1863) | inhibition, % at 50 µM; hits with a dose series show IC50 in µM | actives 0.16% (n = 300,000) | S. Typhimurium PhoP-regulated promoter GFP reporter, 4 h; higher % means a stronger effect;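 active means inhibition over 29.93%, a cutoff 3 SD above the screen mean, later confirmed by dose response; inconclusive means inhibition over 29.93% but no dose response follow-up; inactive means inhibition at most 29.93% or unconfirmed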;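 further: 0% = low Mg2+ inducing control and 100% = high Mg2+ repressing control; strong numbers were not always called active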
Ins promoter up cell count – recorded beside Ins promoter up, whose call it bears; cell count; measured here: cytotoxicity, nuclei count;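 total cells summed across four imaged fields per well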
Active calls of the source: *; ? = inconclusive; · = not tested or not shown. Unless noted, no stated cut-off is given here; in the data, active means inhibition above about 50%; inactive means the rest.

no. | structure | TNAP activation fold | human PMI inhibition | ER stress rescue | West Nile virus CPE | Ins promoter up | Ins promoter up cell count | Large T inhibition | RSV antiviral HEp-2 | human PMI inhibitors | Salmonella PhoP GFP
1 | NS(=O)(=O)c1cccc(NC(=O)COC(=O)/C(=C/c2cccs2)c2cccs2)c1 | 1.1 | 8% | -3.0% | -1.0% | -0.44 | 1461 | 7% | 2.1% | 3% | 3%
2 | O=C(CN1CCN(Cc2ccc(Cl)cc2)CC1)N/N=C/c1ccccc1F | · | · | · | 1.1% | -0.05 | 1208 | 5% | 0.5% | · | -6%
3 | COCCNC(=O)c1cn(CCOC)c(=O)c2c1c1ccccc1n2C | · | · | · | -0.2% | · | · | 7% | 0.6% | · | -5%
4 | Cc1nc(S/C(C(=O)O)=C2/C(=O)Nc3ccccc32)n[nH]1 | · | · | · | -0.1% | · | · | 28% | 0.3% | · | -10%
5 | COc1cc(C(=O)NCCC(=O)NCCc2ccc(Cl)cc2)cc(OC)c1OC | 1 | 16% | -0.7% | -0.8% | -0.13 | 1470 | 3% | 1.2% | 5% | 4%
6 | CNC(=S)NCCc1c[nH]c2ccc(OC)cc12 | 1.1 | 3% | -0.5% | -0.2% | 0.01 | 1479 | 12% | -0.7% | 4% | 3%
7 | Cc1ncc(CO)c(/C=N/NC(=S)Nc2ccc(C(C)C)cc2)c1O | · | · | · | -0.3% | 0.27 | 1062 | 27% | -2.8% | · | -3%
8 | O=C(N/C=C\n1cnc2cc(C(F)(F)F)ccc21)c1ccc([N+](=O)[O-])cc1 | · | · | · | -0.4% | 0.16 | 1460 | 8% | 7.6% | · | 16%
9 | O=C(CN1C(=O)NC2(CCCCCCC2)C1=O)N1CCc2ccccc2C1 | 1 | -3% | -0.4% | 0.2% | -1.2 | 1264 | 2% | 1.3% | 11% | 5%
10 | COc1ccccc1N(Cc1cc(=O)[nH]c2ccccc12)C(=O)c1cccc([N+](=O)[O-])c1 | · | · | · | 0.4% | -0.08 | 1173 | · | 2.1% | · | -15%
11 | O=C(Nc1cccn(Cc2cccc(F)c2)c1=O)NC1CCCCC1 | 1.1 | 15% | 4.6% | -1.4% | -0.02 | 1531 | 1% | 4.0% | 26% | 4%
12 | CN1CCN(NC(=O)c2cc(-c3ccc(Br)s3)nc3ccccc23)CC1 | · | · | · | 46% | · | · | 2% | 14% | · | 4%
13 | C/C(=N\Nc1ccc([N+](=O)[O-])cc1)c1ccco1 | 0.8 | 0% | -1.0% | 0.1% | -0.21 | 1335 | 15% | 12% | 1% | -9%
14 | CCn1c(=O)n(CC(=O)NCc2ccccc2OC)c(=O)c2ccccc21 | 1.2 | 4% | -3.3% | 0.2% | 0.47 | 1146 | 15% | 3.7% | 4% | -9%
15 | Cc1ccnc(SCC(=O)N2CCc3ccccc3C2)n1 | 1.1 | 10% | 1.6% | -0.4% | 0.83 | 1620 | -6% | -1.4% | 11% | 3%
16 | COc1ccccc1NC(=O)C1CCCN(S(=O)(=O)c2c(C)noc2C)C1 (stereo not given) | · | · | · | -0.5% | · | · | 5% | 2.1% | · | -5%
17 | COc1cc(CNc2ccc(NC(C)=O)cc2)ccc1OCc1ccccc1C | 2.3 | 3% | 0.1% | -1.0% | 0.98 | 1319 | 19% | 2.7% | 5% | -9%
18 | COc1ccc(NC(=O)C(C)NS(=O)(=O)c2ccc(NC(C)=O)cc2)cc1Cl (stereo not given) | 1.1 | -8% | -2.7% | 0.4% | · | · | 4% | 2.0% | -9% | 4%
19 | CCN(C(=O)COC(=O)c1cc(-c2cccs2)nc2ccccc12)C1CCS(=O)(=O)C1 (stereo not given) | 1 | -4% | -1.0% | 0.2% | 0.27 | 1386 | 5% | 7.2% | 0% | 6%
20 | COc1ccc(C(=O)NCc2nnc(SC)n2C2CCCCC2)cc1 | 1.1 | -7% | -0.7% | -0.4% | -0.3 | 1249 | 4% | 0.5% | -10% | -4%
21 | CCCn1nc(NC(=O)c2cccs2)c2cc3ccc(C)cc3nc21 | · | · | · | 0.2% | -0.9 | 1331 | 6% | · | · | 0%
22 | O=C(COC(=O)c1cc(S(=O)(=O)N2CCCC2)ccc1O)Nc1ccc(S(=O)(=O)N2CCOCC2)cc1 | · | · | · | 1.0% | -0.13 | 1022 | 5% | 0.7% | · | -3%
23 | COCc1cc(C)nc2sc(C(=O)N3CCCC3)c(N)c12 | 1.1 | -11% | 1.0% | 0.5% | -0.51 | 1364 | 11% | 1.3% | -30% | 14%
24 | COc1ccccc1NC(=O)CSc1c2c(nc3ccccc13)CCC2 | 1.1 | 15% | -1.6% | 0.2% | · | · | 5% | 1.0% | 5% | -2%
25 | CCC1=NC(c2ccccc2OC)N(O)C1(C)C (stereo not given) | 1.1 | 1% | 0.9% | · | 0.76 | 1367 | 4% | 1.3% | 6% | -1%
26 | CN(c1ccccc1)S(=O)(=O)c1ccc(C(=O)Nc2nnc(C3CC3)o2)cc1 | 1.2 | -26% | -0.3% | -0.7% | -1.9 | 1625 | 3% | -1.0% | -29% | -11%
27 | O=C(N/N=C/c1ccc(OC(=O)c2ccccc2)cc1)c1cccnc1 | · | · | · | 0.3% | · | · | 9% | 3.6% | · | -3%
28 | O=C1C2C3C=CC(CC3)C2C(=O)N1/N=C/c1c(O)ccc2ccccc12 (stereo not given) | 1.2 | 38% | -1.5% | -0.3% | 2.7 | 1046 | 3% | 0.4% | 70%* | 2%
29 | Cc1cc(-c2nnc(CCC(=O)NC(c3ccccc3)c3ccccc3)o2)no1 | 1.1 | 11% | -0.8% | -1.0% | -0.75 | 1321 | -1% | 4.0% | 13% | -1%
30 | CCN(C(=O)COC(=O)c1ccc(OCc2c(C)noc2C)cc1)c1ccccc1 | 1 | 7% | 2.8% | 0.6% | 0.03 | 789 | 3% | 0.2% | 0% | 14%
31 | C1=C(c2ccccc2)CCN(c2ncnc3nc[nH]c23)C1 | 1.7 | 12% | · | 0.0% | 0.58 | 1981 | -1% | 3.2% | 14% | 8%
32 | CN1Cc2cc(C(=O)c3cc(Cl)cc(CSc4ncccn4)c3O)cnc2NC1=O | 1 | 5% | -0.9% | -0.8% | -1.4 | 719 | 11% | 4.8% | 2% | -4%
33 | CCOC(=O)c1c(C)nc2c(c1-c1ccc(OC)c(OC)c1)C(=O)c1ccccc1-2 | 1.1 | 3% | -0.2% | 0.5% | 0.66 | 1599 | 6% | -0.8% | 2% | -15%
34 | O=S(=O)(c1ccc(F)cc1)N1CCCNCC1 | · | · | · | -0.4% | · | · | 3% | 1.1% | · | -1%
35 | CCOC(=O)n1c(=O)n(Cc2cccc(F)c2)c2ccccc21 | 1.1 | -21% | 0.2% | -0.8% | 0.17 | 1040 | -6% | 0.9% | -17% | -4%
36 | O=[N+]([O-])c1ccc(CSc2nnc(Cc3ccccc3)n2-c2ccc(F)cc2)cc1 | 1.1 | 19% | 14% | -1.8% | -0.24 | 1578 | 10% | 9.7% | 16% | -14%
37 | Cc1csc2c(SCC(=O)NNS(=O)(=O)c3cccc(C(F)(F)F)c3)ncnc12 | · | · | · | 0.4% | 0.38 | 952 | 18% | 0.5% | · | -3%
38 | Cc1ccc(OCCn2c(=O)n(C)c3ccccc32)cc1 | 1.1 | 12% | -0.4% | -1.1% | -0.16 | 1496 | 2% | 0.1% | 11% | -4%
39 | O=C(CCC(=O)c1ccccc1)NCCOc1ccccc1 | 1.1 | -4% | -0.6% | -0.4% | -0.14 | 1523 | -1% | 1.3% | -7% | -4%
40 | CCOC(=O)c1ccc(N/C=C/C(=O)c2ccco2)cc1 | 1.2 | 0% | -2.7% | -0.6% | -0.06 | 944 | 4% | 1.1% | 3% | 0%
41 | O=C(Nc1cc(Cl)ccc1Cl)c1ccc(-c2ccccc2)cc1 | 1 | 5% | -1.3% | -0.2% | 0.31 | 1223 | 8% | 1.1% | 11% | 11%
42 | Cc1c(CCOC(=O)CC23CC4CC(CC(C4)C2)C3)sc[n+]1CC(=O)c1ccccc1 | 0.9 | -4% | -0.5% | -2.0% | -2 | 1188 | · | 2.1% | -10% | ·
43 | COc1cc(C(=O)Nc2ccc3c(c2)ncn3C(C)(C)C)cc(OC)c1OC | · | · | · | -0.4% | · | · | 4% | 5.3% | · | -5%
44 | COc1cc2c(cc1OC)C(c1ccc(C)o1)CC(=O)N2 (stereo not given) | 1.1 | 6% | -2.7% | 1.1% | -0.12 | 1883 | 16% | 0.3% | 2% | -8%
45 | CC(=O)Oc1ccc2c(=O)c(Oc3ccccc3)c(C)oc2c1OC(C)=O | 0.9 | 45µM* | -2.8% | 0.8% | 0.76 | 1297 | 33% | 0.6% | 28% | -16%
46 | NNC(=O)c1nn(-c2ccc(Cl)cc2)cc1O | · | · | · | ? | -0.37 | 1453 | 13% | 4.6% | · | -12%
47 | CN1CCN(/C=N/C2=C(C#N)C(c3ccccc3)C3=C(CC(C)(C)CC3=O)O2)CC1 (stereo not given) | 1.1 | -2% | 3.0% | -0.4% | -0.97 | 1456 | 7% | 0.1% | -4% | 4%
48 | Cc1ccc2c(C)c(C(=O)Nc3nnc(C)s3)oc2c1 | 1.1 | 2% | 1.8% | 0.9% | 0.56 | 1240 | 5% | 0.7% | 5% | -5%
49 | COC(=O)CSc1nc2cc(C)ccc2cc1C#N | 1.1 | 4% | -3.2% | 0.3% | -0.39 | 1528 | 1% | 1.3% | -1% | -27%
50 | O=S(=O)(Nc1nc2ccccc2nc1N1CCc2ccccc2C1)c1ccc(Cl)cc1 | 0.9 | 11% | -1.8% | -1.5% | -0.05 | 1217 | 3% | 17% | 1% | -5%
